Compound activity: PubChem BioAssay, National Center for Advancing Translational Sciences (NCATS)
USP1-UAF1 inh: USP1/UAF1 (human) deubiquitinase inhibition. 0.23% of 390,000 active. Potency, µM (series often up to 57.1 µM), inactives show at the highest dose activity change, negative = inhibition, usual class: inhibitors. O94782. AID 743255. recombinant USP1/UAF1, Ub-Rhodamine cleavage fluorescence; further: on the % scale 0 is the no-effect control and ±100 the full control effect; nearly all actives have a fitted effect of over 60% in size; inactives centre near -12
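In this screen, compounds sit with the deubiquitinase complex (1nM) for 15 min at room temperature before Ub-Rho is added at 150nM final. Fluorescence rise is then followed for 6 reads every 60 seconds.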
RXFP1 agonist: agonists of human relaxin receptor RXFP1 | Q9HBX9 | HEK293T-RXFP1 cAMP TR-FRET, 30 min; response scale: percent of porcine relaxin response, buffer zero | Potency, µM (top dose mostly 57.5 µM), without a hit: top-dose activation, actives largely listed as activators | 0.3% of 370,000 active | AID 2676; further: on the % scale 0 is the no-effect control and ±100 the full control effect; nearly all actives have a fitted effect of over 60% in size; many of its hits are not listed in these tables
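HEK293T cells stably expressing RXFP1 were pretreated with the PDE4 inhibitor Ro 20174, exposed to compounds for 30 min at 37C, lysed, and cAMP was read by TR-FRET. Data normalized to buffer (basal) and 29 nM porcine relaxin (100%).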
TrxR1 inh: rat TrxR1 inhibition; 1% of 390,000 active; O89049; AID 588453; recombinant rTrxR1, NADPH fluorescence consumption, selenite substrate; Potency, µM (doses to about 114 µM), without a hit: top-dose activity change, negative = inhibition, hits mostly inhibitors; further: on the % scale 0 is the no-effect control and ±100 the full control effect; nearly all actives have a fitted effect of over 65% in size
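Rat TrxR1 (90 nM in the dispensed reagent) was pre-reduced with 400 uM NADPH for 5 min at room temperature, then incubated with compound for 15 min. After 400 uM selenite was added, NADPH fluorescence (Ex 340/Em 450 nm) was followed for 8 min.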
ALOX12 inh: ALOX12 (human) lipoxygenase inhibition | P18054 | purified 12hLO, xylenol orange hydroperoxide absorbance | Potency, µM (doses to about 108 µM), for the others: top-dose activity change, negative = inhibition, hits mostly inhibitors | 1.1% of 580,000 active | AID 1671190; further: on the % scale 0 is the no-effect control and ±100 the full control effect
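Hydroperoxide product was detected by ferrous iron/xylenol orange as the 573 to 405 nm absorbance ratio. Arachidonic acid at 40 uM (final) was turned over for 30 min at room temperature by 150 nM human 12hLO, pH 7.0 Hepes buffer, after 15 min compound preincubation.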
TrxR1 substrate: rat thioredoxin reductase 1 substrate activity; purified TrxR1 substrate turnover, NADPH consumption readout; O89049; Potency, µM (series often up to 114 µM), for the others: at the top dose activity change, negative = substrate turnover; 0.01% of 390,000 active; further: on the % scale 0 is the no-effect control and ±100 the full control effect; nearly all actives have a fitted effect of over 50% in size
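Rat TrxR1, dispensed at 90 nM, was prereduced with 400 uM NADPH (final) for 5 min at ~22 deg C, then incubated with compound 15 min before 400 uM selenite. A first-read NADPH fluorescence drop versus no-compound background flagged substrates.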
RGS4 inh: blocks human RGS4-accelerated GTP hydrolysis; AID 504845; 0.039% of 390,000 active; Potency, µM (doses to about 114 µM), without a hit: top-dose activity change, negative = inhibition, usual class: inhibitors; Transcreener GDP fluorescence polarization, RGS4-accelerated GTP hydrolysis; P49798; further: on the % scale 0 is the no-effect control and ±100 the full control effect; nearly all actives have a fitted effect of over 75% in size; some results filed as inactive show a strong effect at the top dose
Target sequence (P49798 whole entry, looked up): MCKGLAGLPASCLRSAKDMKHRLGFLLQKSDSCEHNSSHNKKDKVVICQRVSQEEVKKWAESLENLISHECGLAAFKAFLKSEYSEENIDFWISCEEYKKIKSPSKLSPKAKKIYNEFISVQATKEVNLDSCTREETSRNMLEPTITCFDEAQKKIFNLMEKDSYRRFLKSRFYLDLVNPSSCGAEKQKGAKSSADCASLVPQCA
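MLSMR compounds (23 nl, pin-transferred) preincubated 10 min at room temperature with a 500nM (2x) first reagent, then RGS4 at 900nM (2x) plus Transcreener GDP mix added; fluorescence polarization (620/688 nm) read before and after 90 min at 30 °C.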
IDH1 R132H inh: blocks human mutant IDH1 R132H enzyme; Potency, µM (highest dose often 76.6 µM), without a hit: at the top dose activity change, negative = inhibition, usual class: inhibitors; IDH1-R132H enzyme, NADPH consumption, diaphorase/resazurin fluorescence; O75874; 0.093% of 390,000 active; further: on the % scale 0 is the no-effect control and ±100 the full control effect; nearly all actives have a fitted effect of over 65% in size
Target sequence (O75874 whole entry R132H, stated change not applied): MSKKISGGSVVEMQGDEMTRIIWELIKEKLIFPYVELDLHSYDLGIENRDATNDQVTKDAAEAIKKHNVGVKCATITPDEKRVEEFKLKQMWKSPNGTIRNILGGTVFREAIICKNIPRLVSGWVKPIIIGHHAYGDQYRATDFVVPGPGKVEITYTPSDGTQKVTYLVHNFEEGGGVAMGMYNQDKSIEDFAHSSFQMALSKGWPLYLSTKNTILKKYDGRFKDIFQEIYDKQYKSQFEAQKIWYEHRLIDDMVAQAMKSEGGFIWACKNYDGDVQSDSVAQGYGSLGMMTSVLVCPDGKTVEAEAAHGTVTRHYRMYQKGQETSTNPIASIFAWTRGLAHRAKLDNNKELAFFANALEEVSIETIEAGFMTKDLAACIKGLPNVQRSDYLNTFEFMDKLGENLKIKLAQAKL
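IDH1-R132H (0.5 ug/mL dispensed) in pH 7.5 Tris buffer was preincubated 30 min with compound, then given a substrate mix of 0.016 mM NADPH and 2 mM alpha-KG for 80 min at room temperature; remaining NADPH was read by diaphorase/resazurin fluorescence.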
Vif-APOBEC3G blk: Vif-A3G binding inhibition; Q9HC16; HeLa A3G-eYFP + Vif (tagged APOBEC3G with the HIV-1 protein that degrades it), YFP fluorescence, overnight; Potency, µM (titrated, usually from 46.1 µM), without a hit: top-dose activity, negative = active, usual class: inhibitors; 0.076% of 410,000 active; AID 602310;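 further: on the % scale 0 is the no-effect control and ±100 the full control effect; nearly all actives have a fitted effect of over 60% in size; hits raise eYFP signal because A3G escapes Vif-driven loss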
Target sequence (Q9HC16 whole entry, looked up): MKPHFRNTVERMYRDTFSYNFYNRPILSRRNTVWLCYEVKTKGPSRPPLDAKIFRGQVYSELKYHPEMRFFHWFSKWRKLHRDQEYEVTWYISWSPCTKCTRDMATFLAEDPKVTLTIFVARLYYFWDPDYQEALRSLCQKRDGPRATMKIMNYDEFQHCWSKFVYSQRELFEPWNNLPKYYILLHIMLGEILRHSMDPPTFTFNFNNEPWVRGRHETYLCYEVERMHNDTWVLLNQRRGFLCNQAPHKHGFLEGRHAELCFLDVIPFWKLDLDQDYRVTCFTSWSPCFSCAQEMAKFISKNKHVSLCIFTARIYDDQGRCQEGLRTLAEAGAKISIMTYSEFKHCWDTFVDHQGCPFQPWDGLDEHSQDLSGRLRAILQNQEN
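HeLa cells stably expressing Vif and C-terminally eYFP-tagged A3G, seeded overnight at 37 deg C, then exposed to compound by pintool overnight at 37 deg C. Rise in yellow fluorescence (Ex 488/Em 500-530, Acumen) marks blocked Vif-driven A3G degradation.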
Vif-APOBEC3F blk: inhibitors of Vif-A3F interaction; HeLa A3F-eYFP + Vif (tagged APOBEC3F with the HIV-1 protein that degrades it), YFP fluorescence increase; Potency, µM (titrated, usually from 46.1 µM), for inactives: at the top dose activity, negative = active; 0.2% of 390,000 active; AID 602313; further: % of control where 0% means no effect; nearly all actives have a fitted effect of over 65% in size
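Fluorescence increase (Ex 488/Em 500-530) after overnight compound treatment at 37 deg C flags inhibition of Vif-driven A3F-eYFP loss in stable HeLa A3F-eYFP/Vif cells seeded overnight beforehand.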
An asterisk follows results filed as active; u = inconclusive; x = not tested or not shown; & = joins results of further samples; [ ] = dose if it differs, or a comment. The call rests on the fitted dose curve; in most records, active means well fitted curve in the direction sought with a large enough effect; inconclusive means small, poorly fitted or top-dose-only effect, or another doubt; inactive means no such curve, though single readings can be large; an effect the other way counts as inactive or inconclusive. Potency means the concentration at half of the fitted maximal effect. The list is partial; count on the stated rates, not on these rows.

SMILES	USP1-UAF1 inh	RXFP1 agonist	TrxR1 inh	ALOX12 inh	TrxR1 substrate	RGS4 inh	IDH1 R132H inh	Vif-APOBEC3G blk	Vif-APOBEC3F blk
CCOC(=O)C1CCN(C(=O)CN2C(=O)c3cccnc3Oc3ccc(C)cc32)CC1	-15%	-2.8%	12%	-9%	1%	-13%	8%	-3%	-7%
CCc1nnc2c(NCCc3ccc(OC)c(OC)c3)nc3ccccc3n12	-23%&-11%	5.1%&3.3%	21%&-4%	-5%&-4%	8%&-2%	-19%[56.9 µM]	-4%&-6%	-1%&5%	1%&1%
COc1ccc(NS(=O)(=O)c2cccc(C(=O)N3CCCC(C)C3)c2)cc1 (stereo not given)	-5%	-1.0%	2%	8%	-4%[57.1 µM]	0%	8%	1%	-22%
O=C(CCn1c(=O)oc2ccccc21)Nc1nccs1	-11%	-1.4%	2%[57.1 µM]	-19%	9%[57.1 µM]	6%	-1%	1%	-3%
CCOc1ccc(NC(=O)CC(Cc2cc(C)cc(C)c2)C(=O)O)cc1 (stereo not given)	-17%	4.1%	6%[57.1 µM]	120%[activator]	8%[57.1 µM]	5%	-3%	0%	2%
Cc1cccc(N=c2oc3cc(O)ccc3cc2C(N)=O)c1	-13%	6.0%	43%	u	69%[activator][57.1 µM]	-2%[11.4 µM]	-4%	-7%	-1%
O=C(N/N=C/c1ccc(Br)o1)c1cccnc1	-20%	-1.1%	7%[11.4 µM]	-5%	-3%[11.4 µM]	-7%	8%	1%	-13%
Cc1c(C(=O)OCC(=O)N2CCC(C)CC2)oc2ccccc12	-18%	0.8%	2%	-13%	2%	-2%	5%	-4%	6%
NC(=O)c1nn(Cc2ccccc2)c(=O)c2ccccc12	1%	2.2%	11%	-19%	1%	20%	-4%	-1%	3%
COc1ccc(Nc2nc3ccccc3nc2C)cc1	-11%	1.7%	3%	-26%	-5%[57.1 µM]	-7%	-1%	-1%	-1%
COc1ccc(-n2c(C)nnc2SCC(=O)Nc2ccccc2F)cc1	-13%	-1.6%	-2%[57.1 µM]	-4%	-1%[57.1 µM]	-10%	-1%	-3%	-9%
O=C(COC(=O)c1c2c(nc3ccccc13)/C(=C\c1cccs1)CCC2)Nc1ccccc1	-24%	1.2%	-13%	-18%	7%	-18%	2%	-2%	1%
CC(=O)N1CC2(C)CN(C(C)=O)CC(C)(C1)C2	-17%	-1.0%	3%	0%	-3%	-2%	-1%	0%	1%
CCC1CCC2(CC1)NC(=O)N(CC(=O)Nc1cccc(S(=O)(=O)N(C)c3ccccc3)c1)C2=O (stereo not given)	-18%	-0.2%	21%	u	0%	-17%	12%	0%	0%
CCCCN1CCCc2cc(CN(CCCN3CCOCC3)C(=O)Nc3ccc(CC)cc3)ccc21	-17%	0.0%	26%[57.1 µM]	u	4%[57.1 µM]	-27%	10%	2%	0%
COC(=O)Nc1ccc(SCC(=O)c2ccc(Cl)cc2)cc1	-15%	3.9%	35%	u	-6%	-12%	15%	2%	-19%
Cc1ccc(NC(=O)C(=O)Nc2ccccn2)cc1	0%	1.7%	6%	-8%	14%	-5%	1%	1%	1%
CC1CC(C)CN(C(=O)CNC(=O)c2sc3ccccc3c2Cl)C1 (stereo not given)	-7%	-0.4%	10%	187%[activator]	-9%	30%	0%	3%	-1%
O=C(Nc1ccc2c(c1)nc1n2CCSC1)c1ccco1	-26%	1.0%	-3%	0%	1%	-29%	-3%	-1%	-4%
CC(C)OCCCNC(=O)CN1C(=O)/C(=C/c2ccccc2)Sc2ccccc21	-20%	-0.3%	-19%	-28%	-4%	-10%	2%	1%	-8%
O=C(CN1CCCCC1)NNc1nc(-c2ccccc2)c2cc(Cl)ccc2n1	-20%	-4.6%	26%[57.1 µM]	10%	16%[57.1 µM]	8%	7%	-1%	6%
O=C(/C=C/c1cccc(O)c1)c1ccc(N2CCOCC2)cc1	-14%	0.7%	-16%	-12%	-12%	6%	3%	u	7%
CCC1CCCCN1CCNC(=O)C1CCN(S(=O)(=O)c2c(C)noc2C)CC1 (stereo not given)	0%	2.5%	5%	u	-4%	6%	-1%	1%	-3%
CCOC(=O)N1CCC(NC(=O)c2ccc3c(c2)N(C)C(=O)/C(=C/c2cccc(OC)c2)S3)CC1	-18%	2.8%	20%[57.1 µM]	37%[activator]	2%[57.1 µM]	-3%[56.9 µM]	-4%	1%	-3%
C=CCN(C(=O)COc1ccccc1)c1nnc(-c2ccncc2)s1	-11%	2.7%	6%	23%	6%	11%	1%	1%	-4%

More entries follow:
SMILES	USP1-UAF1 inh	RXFP1 agonist	TrxR1 inh	ALOX12 inh	TrxR1 substrate	RGS4 inh	IDH1 R132H inh	Vif-APOBEC3G blk	Vif-APOBEC3F blk
CCOC(=O)C1CCN(S(=O)(=O)c2ccccc2[N+](=O)[O-])CC1	-7%	x	7%	19%	-5%	22%	-1%	3%	-9%
Cc1ccc(C(C(=O)NC2CCCCC2)N(CCCN2CCOCC2)C(=O)c2snc(C(N)=O)c2N)cc1 (stereo not given)	-15%	8.1%	26%[57.1 µM]	-12%	-12%[57.1 µM]	-38%	6%	0%	-18%
Cc1ccc(S(=O)(=O)N2CCN(C(=O)CCOc3cc(C)ccc3C)CC2)cc1	-12%	1.5%	9%	180%[activator]	-9%	-3%	-4%	4%	-9%
Cc1cc(N/N=C(/CCC(=O)O)C(=O)O)nc2ccccc12	-21%	1.9%	-8%	2%	-12%	-20%	4%	-3%	2%
CCS(=O)(=O)N1Cc2ccccc2CC1C(=O)N1CCN(c2ccccc2)CC1 (stereo not given)	1%	-0.9%	13%	-6%	5%	19%	4%	-1%	15%
CCN(CC)CCNC(=O)C1c2ccccc2C(=O)N(CCOC)C1c1ccc(F)cc1 (stereo not given)	-6%	-0.3%	14%	1%	-6%	20%	1%	-2%	-5%
CC(=O)C1=C(C)NC2=C(C(=O)c3ccccc32)C1c1ccccc1 (stereo not given)	-12%	-2.2%	-15%	33%[activator]	-6%	-27%	-2%	2%	-1%
CCOC(=O)c1oc2cccc(O)c2c1CN(Cc1ccccc1)C(C)=O	-24%	1.5%	-7%	-2%	-9%	-5%	2%	2%	-8%
Cc1cc(C)cc(C(=O)NCC(=O)OCC(=O)NC2CC2)c1	-1%	x	9%	0%	2%	17%	12%	1%	-25%
CCc1ccc(/C=N/Nc2nn[nH]n2)cc1	-11%	-1.5%	-15%	-2%	-10%	-11%	0%	0%	-6%
Cc1ccc(-n2c(C)cc(/C=N/NC(=O)c3ccncc3)c2C)c(C)c1	-8%	1.1%	-13%	1%	-5%	-11%	0%	0%	-6%
CC(C)(C)CC(C)(C)NCC(O)COCCOc1ccc(Br)cc1 (stereo not given)	-5%	-0.2%	4%	0%	3%	16%	2%	-17%	10%

An excerpt from further up:
SMILES	USP1-UAF1 inh	RXFP1 agonist	TrxR1 inh	ALOX12 inh	TrxR1 substrate	RGS4 inh	IDH1 R132H inh	Vif-APOBEC3G blk	Vif-APOBEC3F blk
CCOC(=O)C1CCN(C(=O)CN2C(=O)c3cccnc3Oc3ccc(C)cc32)CC1	-15%	-2.8%	12%	-9%	1%	-13%	8%	-3%	-7%
CCc1nnc2c(NCCc3ccc(OC)c(OC)c3)nc3ccccc3n12	-23%&-11%	5.1%&3.3%	21%&-4%	-5%&-4%	8%&-2%	-19%[56.9 µM]	-4%&-6%	-1%&5%	1%&1%
COc1ccc(NS(=O)(=O)c2cccc(C(=O)N3CCCC(C)C3)c2)cc1 (stereo not given)	-5%	-1.0%	2%	8%	-4%[57.1 µM]	0%	8%	1%	-22%
O=C(CCn1c(=O)oc2ccccc21)Nc1nccs1	-11%	-1.4%	2%[57.1 µM]	-19%	9%[57.1 µM]	6%	-1%	1%	-3%
CCOc1ccc(NC(=O)CC(Cc2cc(C)cc(C)c2)C(=O)O)cc1 (stereo not given)	-17%	4.1%	6%[57.1 µM]	120%[activator]	8%[57.1 µM]	5%	-3%	0%	2%
Cc1cccc(N=c2oc3cc(O)ccc3cc2C(N)=O)c1	-13%	6.0%	43%	u	69%[activator][57.1 µM]	-2%[11.4 µM]	-4%	-7%	-1%
O=C(N/N=C/c1ccc(Br)o1)c1cccnc1	-20%	-1.1%	7%[11.4 µM]	-5%	-3%[11.4 µM]	-7%	8%	1%	-13%
Cc1c(C(=O)OCC(=O)N2CCC(C)CC2)oc2ccccc12	-18%	0.8%	2%	-13%	2%	-2%	5%	-4%	6%
NC(=O)c1nn(Cc2ccccc2)c(=O)c2ccccc12	1%	2.2%	11%	-19%	1%	20%	-4%	-1%	3%
